Screening results: PubChem BioAssay, Broad Institute
Tcruzi prolif – blocks T. cruzi growth in NIH3T3 culture | T. cruzi beta-gal in NIH3T3, GalScreen luminescence, 90 h | inhibition, % at 8.34 µM | hit rate 5.9% among 77,000;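 active means mean inhibition above about 93%, with at least 55% of replicates each passing it, limit read from the data, passing the limit was not always enough; inconclusive means only one of those two conditions holds; inactive means neither condition holds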
Pf Dd2 growth – inhibitors of Plasmodium falciparum Dd2 growth; AID 1159554; activity change, % at 10 µM; hit rate 2.3% among 94,000; P. falciparum Dd2 growth, SYBR Green, 72 h; hits give low values; in the data active means activity change below about -80%; inconclusive means no clear call, values can overlap the other calls
GASC1 inh – blocks human GASC-1 (KDM4C) demethylase activity. GST-KDM4C 2-372, H3K9me3 peptide, LANCE TR-FRET. hit rate 0.15% among 96,000. inhibition, % at 12.5 µM. Q9H3R0;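 active means mean replicate inhibition above about 25%, with at least 55% of replicates also reaching it, limit read from the data, passing the limit was not always enough; inconclusive means only one of those two conditions met; inactive means neither condition met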
Target sequence (Q9H3R0 2-372 limits assumed): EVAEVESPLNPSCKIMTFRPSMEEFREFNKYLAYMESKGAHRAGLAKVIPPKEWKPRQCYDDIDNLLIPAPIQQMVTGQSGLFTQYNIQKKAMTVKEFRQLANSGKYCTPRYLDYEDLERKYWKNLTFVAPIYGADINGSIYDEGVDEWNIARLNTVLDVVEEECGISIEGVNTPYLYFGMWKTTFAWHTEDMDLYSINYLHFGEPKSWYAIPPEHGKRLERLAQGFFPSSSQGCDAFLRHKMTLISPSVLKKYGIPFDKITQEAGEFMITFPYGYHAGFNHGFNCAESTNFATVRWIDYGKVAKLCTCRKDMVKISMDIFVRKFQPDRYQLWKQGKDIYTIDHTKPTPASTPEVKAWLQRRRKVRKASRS
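Material: GST-tagged GASC-1 (JMJD2C) catalytic fragment, aa 2-372. Input: enzyme final amount 10 nM. Medium: HEPES buffer, pH 7.5, plus ascorbate. Reagent: H3K9me3 peptide substrate, Fe(II), 2-oxoglutarate. Doses: single dose. Times: reaction 30 min RT, detection step 1 h RT. Measured by: LANCE TR-FRET. Evaluation: Fall in 671/618 emission ratio as inhibition.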
C diff growth – blocks growth of Clostridium difficile | Clostridium difficile clinical isolate growth, OD600, 24 h; hits give low values | growth activity, negative = inhibition, % at 16 µg/mL (by protocol) | hit rate 0.25% among 86,000 | AID 1259249;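 active means mean growth activity at or below -80% and every replicate also at or below -80%; inconclusive means mean at or below -80% but some replicate above -80%; inactive means mean growth activity above -80%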;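 further: 0% = DMSO wells and -100% = levofloxacin 16 µg/mL wells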
* hit, by the source's call; ? = inconclusive; nt = no result given; & = joins results of further samples; ! = repeats disagree. Random draw from the library (roughly 6.8% active in at least one column).

SMILES	Tcruzi prolif	Pf Dd2 growth	GASC1 inh	C diff growth
Cc1noc(C)c1NC(=O)Nc1ccc2c(c1)C(=O)N([C@H](C)CO)C[C@@H](C)[C@@H](CN(C)Cc1ccncc1)OCCCC[C@H](C)O2	-3	12	1.2	-2
COc1ccc(NC(=O)N(C)C[C@@H]2Oc3c(NS(=O)(=O)c4ccc(F)cc4)cccc3C(=O)N([C@@H](C)CO)C[C@H]2C)cc1	19	31	-0.4	12
COCC(=O)N1C[C@H](C)[C@@H](OC)CN(C)C(=O)c2ccc(NC(=O)c3cc(C)on3)cc2OC[C@@H]1C	nt	13	1.4	-4
CC(C)C(=O)Nc1ccc2c(c1)C(=O)N(C)[C@@H]1CC[C@@H](CC(=O)NCC3CC3)O[C@@H]1CO2	-3	1	0.4	0
C[C@@H]1CN([C@H](C)CO)C(=O)c2cccc(NC(=O)c3ccc(-c4nccs4)cc3)c2O[C@H]1CN(C)C(=O)Nc1ccc(C(F)(F)F)cc1	115*	-11	?	nt
COCCNC(=O)C[C@H]1CC[C@H]2[C@H](COc3ccc(NC(C)=O)cc3C(=O)N2C)O1	-6	-40	0.7	-1
C[C@@H]1CN([C@H](C)CO)S(=O)(=O)c2ccc(-c3cncnc3)cc2O[C@@H]1CN(C)C(=O)C1CCCCC1	nt	-19	-1.2	0
COCC(=O)N[C@@H]1CC[C@@H](CC(=O)N2CCCCC2)O[C@@H]1CO	-63	-8	-0.1	nt
CCCN1[C@H](C(=O)OC)[C@@H](CO)[C@@H]2Cn3c(ccc(C4=CCCCC4)c3=O)[C@@H]21	43	7	5.2	-1
CCC(=O)Nc1ccc2c(c1)C(=O)N(C)C[C@@H](OC)[C@@H](C)CN(Cc1ccccc1C(=O)O)[C@H](C)CO2	44	9	1.7	nt
CC=Cc1ccc2n(c1=O)C[C@H]1[C@H](CO)[C@@H](C(=O)NC3CCCC3)N(CCC)[C@@H]21 (mixture of isomers)	nt	-12	4.7	-3
C[C@@H]1CN([C@H](C)CO)C(=O)Cc2cc(NC(=O)Nc3ccc(F)cc3)ccc2O[C@H]1CN(C)C	nt	12	-2.1	4&0
CCC(=O)N(C)C[C@@H]1Oc2cc(C#CCC(C)C)ccc2S(=O)(=O)N([C@@H](C)CO)C[C@@H]1C	39	-50	3.1	-10
CC(=O)N[C@@H]1C[C@@H]2O[C@@H](CO)CC[C@@H]2O[C@@H]1CCc1ccc(-c2ccc(F)cc2)cc1	nt	2	nt	-4
Cc1ccc(S(=O)(=O)Nc2ccc3c(c2)C(=O)N([C@@H](C)CO)C[C@@H](C)[C@@H](CN(C)C(=O)Nc2ccc(F)cc2)O3)cc1	0	-5	0.8	3&0
C[C@@H]1CN([C@H](C)CO)C(=O)Cc2cc(NC(=O)Cc3cn(C)c4ccccc34)ccc2O[C@H]1CN(C)CC1CC1	17	-10	-2.2	1
C[C@H](CO)N1C[C@H](C)[C@@H](CN(C)Cc2ccccc2C(=O)O)Oc2cc(-c3ccccc3)ccc2S1(=O)=O	-53	-8	nt	-5
Cc1ccc(S(=O)(=O)N2C[C@H](O)COC[C@@H]3O[C@H](CC(=O)NCc4ccc5c(c4)OCO5)CC[C@H]32)cc1	36	nt	2.4	-4&-4
C[C@H](CO)N1C[C@H](C)[C@H](CN(C)C(=O)Nc2ccccc2)Oc2c(NC(=O)c3nc4ccccc4s3)cccc2C1=O	61	-31	-0.7	4
CN1c2ccc(-c3ccc(C#N)cc3)cc2[C@@H]2[C@@H](CCN2C(=O)c2cccc(F)c2)[C@H]1CO	?	25	1.3	-3
C[C@@H]1CCCCO[C@@H](CN(C)Cc2ccc(C(=O)O)cc2)[C@H](C)CN([C@@H](C)CO)C(=O)c2cc(NS(C)(=O)=O)ccc2O1	41	63	0.3	-17
O=C(C[C@H]1C=C[C@@H](NC(=O)c2cccnc2)[C@@H](CO)O1)NCc1ccc(Cl)c(Cl)c1	14	-7	0.2	nt
O=C(C[C@H]1CC[C@@H]2[C@H](COC[C@@H](O)CN2S(=O)(=O)c2ccccc2)O1)NCC1CCCCC1	41	-22	nt	nt
O=C(NC1CCCC1)N1CCCCN2[C@H](CO)[C@H](c3ccc(-c4ccncc4)cc3)[C@H]2C1	41	16	-1.1	-3
C[C@H]1CN([C@@H](C)CO)S(=O)(=O)c2ccc(C#CCN(C)C)cc2O[C@H]1CN(C)Cc1cccnc1	86	-5	2.2	-1

Full records from above:
`C[C@@H]1CN([C@H](C)CO)C(=O)c2cccc(NC(=O)c3ccc(-c4nccs4)cc3)c2O[C@H]1CN(C)C(=O)Nc1ccc(C(F)(F)F)cc1` in the list: Tcruzi prolif = 115*; Pf Dd2 growth = -11; GASC1 inh = ?; C diff growth = nt
`Cc1noc(C)c1NC(=O)Nc1ccc2c(c1)C(=O)N([C@H](C)CO)C[C@@H](C)[C@@H](CN(C)Cc1ccncc1)OCCCC[C@H](C)O2` in the list: Tcruzi prolif = -3; Pf Dd2 growth = 12; GASC1 inh = 1.2; C diff growth = -2

The results go on.
SMILES	Tcruzi prolif	Pf Dd2 growth	GASC1 inh	C diff growth
O=C(C[C@H]1CC[C@@H](NC(=O)C2CC2)[C@@H](CO)O1)NCCCN1CCOCC1	-19	18	0.2	nt
O=C(C[C@@H]1C[C@@H]2c3cc(NC(=O)Nc4ccccc4F)ccc3O[C@@H]2[C@H](CO)O1)NC1CCCC1	11	-32	2.6	nt
CC(C)C#Cc1cnc2c(c1)C(=O)N([C@@H](C)CO)C[C@H](C)[C@@H](CN(C)Cc1ccccc1F)O2	46	nt	-0.2	-6
CO[C@H]1CN(C)C(=O)c2ccc(NC(=O)Nc3ccccc3)cc2OC[C@H](C)N(C(=O)CN(C)C)C[C@@H]1C	nt	5	3.8	5
C[C@H](O)C#Cc1ccc2c(c1)O[C@@H](CN(C)Cc1cncnc1)[C@H](C)CN([C@@H](C)CO)S2(=O)=O	-81	2	-0.7	1
COc1ccc(C#Cc2ccc3c(c2)[C@@H]2[C@@H](CCN2C(C)=O)[C@@H](CO)N3)cc1	23	-5	-0.6	-15
COc1ccc2c3c([nH]c2c1)[C@H](CO)N(C(=O)c1ccncc1)CC31CCN(C(=O)C2CCC2)CC1	nt	-27	5.0	-15
CCCN1C[C@H](C)[C@@H](OC)CN(C)C(=O)c2ccc(NC(=O)c3ccccc3)cc2OC[C@H]1C	35	-37	0.7	nt
C[C@@H]1CCCCO[C@@H](CN(C)Cc2ccc(Cl)c(Cl)c2)[C@H](C)CN([C@H](C)CO)C(=O)c2cc(NC(=O)NC3CCCCC3)ccc2O1	34	?	0.9	-6
CN(C)C(=O)c1ccc(-c2ccc([C@@H]3[C@@H](CO)N(C(=O)C4CCCC4)[C@H]3C#N)cc2)cc1	85	-15	-2.5	3
CC(C)CC#Cc1cnc2c(c1)C(=O)N([C@H](C)CO)C[C@@H](C)[C@H](CN(C)C(=O)c1ccc3c(c1)OCO3)O2	39	-55	-2.7	-1
C[C@@H]1CN([C@H](C)CO)C(=O)Cc2cc(N(C)C)ccc2O[C@@H]1CN(C)S(=O)(=O)c1cccs1	27	15	0.7	-7
COc1cccc(CN2CCCCN3[C@H](CO)[C@H](c4ccc(-c5cccc(C#N)c5)cc4)[C@@H]3C2)c1	111*	-64	-3.0	28
CO[C@@H]1CN(C)C(=O)c2cc(NS(=O)(=O)c3ccccc3)ccc2OC[C@H](C)N(C)C[C@@H]1C	-74	nt	0.6	-1
COCC(=O)N1C[C@H](C)[C@H](OC)CN(C)C(=O)c2cc(NC(=O)C3CCC3)ccc2OC[C@H]1C	-8	8	1.9	-4
C[C@@H]1CCCCO[C@H](CN(C)Cc2ccncc2)[C@@H](C)CN([C@H](C)CO)C(=O)c2cc(N(C)C)ccc2O1	108*!	2&-69	21	0
C[C@H]1CN([C@@H](C)CO)C(=O)c2cccc(NC(=O)c3ccncc3)c2O[C@@H]1CN(C)C(=O)Nc1ccccc1	nt	5	-0.8	5&-2
O=C(Cc1ccccn1)N[C@@H]1CC[C@@H](CCn2cc(-c3ccc(F)cc3)nn2)O[C@@H]1CO	nt	-2	0.8	-2
CNC[C@H]1Oc2cc(C#CCC(C)C)ccc2S(=O)(=O)N([C@@H](C)CO)C[C@@H]1C	56	-49	-2.5	1
O=C(C[C@H]1C[C@@H]2c3cc(NC(=O)Cc4ccncc4)ccc3O[C@@H]2[C@@H](CO)O1)NCc1ccc2c(c1)OCO2	nt	-4	1.2	1
CC(C)NC(=O)N(C)C[C@H]1Oc2c(NC(=O)Nc3ccccc3)cccc2C(=O)N([C@H](C)CO)C[C@H]1C	54	-33	2.5	6
O=C(NC1CCCCC1)N[C@@H]1CC[C@H](CCNS(=O)(=O)c2ccc(Cl)cc2)O[C@H]1CO	-21	-24	2.2	-2
O=S(=O)(c1ccccc1)N1C[C@H]2[C@@H](c3ccccc31)[C@H](CO)N2Cc1ccc(F)cc1	77	-5	-1.9	62
O=C(C[C@H]1C[C@@H]2c3cc(NC(=O)C4CCC4)ccc3O[C@@H]2[C@@H](CO)O1)NC1CCCCC1	-3	-9	-1.8	nt
C[C@@H]1CN([C@H](C)CO)C(=O)c2cc(NS(=O)(=O)c3ccc(Cl)cc3)ccc2O[C@@H](C)CCCCO[C@H]1CN(C)C(=O)C1CCCCC1	?	-30	0.0	2
Cc1noc(C)c1S(=O)(=O)Nc1ccc2c(c1)C(=O)N([C@@H](C)CO)C[C@@H](C)[C@@H](CN(C)C(=O)Nc1ccc3c(c1)OCO3)O2	31	-15	4.0	nt
C[C@@H]1CN([C@H](C)CO)C(=O)c2cc(C#Cc3ccccc3)cnc2O[C@H]1CN(C)C(=O)C1CC1	43	-42	-0.1	-9
CNC[C@@H]1Oc2cc(C#Cc3ccc(F)cc3)ccc2S(=O)(=O)N([C@H](C)CO)C[C@H]1C	nt	-67	-6.3	6
C[C@@H]1CCCCO[C@H](CN(C)S(=O)(=O)c2cccs2)[C@H](C)CN([C@H](C)CO)C(=O)c2cc(NC(=O)NC3CCCCC3)ccc2O1	81	-78	-2.7	0
C/C=C/c1ccc([C@@H]2[C@H](CO)N(C(C)=O)[C@H]2CNC(=O)CC2CC2)cc1	94	3	2.5	-4
CNC[C@H]1Oc2c(NS(=O)(=O)c3ccc(Cl)cc3)cccc2C(=O)N([C@@H](C)CO)C[C@@H]1C	nt	17	0.0	5
C[C@@H]1CN([C@@H](C)CO)C(=O)c2cc(NC(=O)NC3CCCCC3)ccc2O[C@@H]1CN(C)C(=O)Nc1cccc2ccccc12	33	-17	-6.3	-11
COc1ccc2c3c(n(C)c2c1)[C@@H](CO)N(C(=O)CC1CC1)CC31CCN(C(=O)C2CCC2)CC1	nt	-50	-0.2	-7
CN1C(=O)c2cc(NC(=O)c3ccc(F)c(F)c3)ccc2OC[C@H]2O[C@@H](CC(=O)N[C@@H]3CCN(Cc4ccccc4)C3)CC[C@H]21	110*	nt	2.0	4
CC(C)CC#Cc1ccc([C@H]2[C@H]3CN(C(=O)c4ccc5c(c4)OCO5)CCCCN3[C@H]2CO)cc1	113*	-35	-0.3	-1
COc1ccc(CN(C)C[C@@H]2Oc3ccc(NC(=O)Nc4cccc5ccccc45)cc3CC(=O)N([C@@H](C)CO)C[C@@H]2C)cc1	66	-19	-18	-4
C[C@@H]1CCCCO[C@H](CN(C)Cc2ccccc2)[C@@H](C)CN([C@H](C)CO)C(=O)c2cc(NS(C)(=O)=O)ccc2O1	46	23	-1.9	3
CCCN(C)C[C@@H]1Oc2cc(C#C[C@@H](C)O)ccc2S(=O)(=O)N([C@H](C)CO)C[C@@H]1C	15	-54	0.3	4
C[C@@H]1CCCCO[C@@H](CN(C)C(=O)CCCN(C)C)[C@@H](C)CN([C@H](C)CO)C(=O)c2cc(N(C)C)ccc2O1	108*!	14&23	0.2	-1
C[C@@H]1CN([C@H](C)CO)C(=O)c2cc(NC(=O)C3CCCCC3)ccc2O[C@@H](C)CCCCO[C@@H]1CN(C)Cc1ccc(Cl)c(Cl)c1	92	-39	-0.5	4
O=C(C[C@@H]1CC[C@@H]2[C@H](COC[C@@H](O)CN2Cc2cccc(C(F)(F)F)c2)O1)NCCc1ccccc1	60	-6	0.2	nt
C[C@@H]1CN([C@@H](C)CO)C(=O)Cc2cc(NC(=O)Cc3cn(C)c4ccccc34)ccc2O[C@@H]1CN(C)Cc1ccccc1	95	-28	-1.3	-8
O=S(=O)(NCC[C@H]1CC[C@@H](NS(=O)(=O)c2cccc(F)c2)[C@H](CO)O1)c1cccc(F)c1	nt	-10	2.1	-12
